PPARg SRC-2 ag: PPARgamma-driven SRC-2 recruitment agonism | P37231 | 0.34% of 200,000 active | PPARgamma LBD-SRC-2 recruitment, biochemical | activation, % at 8 µM; in the data active = activation above about 22%;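 also: 0% = vehicle and 100% = reference agonist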
Target sequence (P37231 whole entry, looked up, the tested form may be a part): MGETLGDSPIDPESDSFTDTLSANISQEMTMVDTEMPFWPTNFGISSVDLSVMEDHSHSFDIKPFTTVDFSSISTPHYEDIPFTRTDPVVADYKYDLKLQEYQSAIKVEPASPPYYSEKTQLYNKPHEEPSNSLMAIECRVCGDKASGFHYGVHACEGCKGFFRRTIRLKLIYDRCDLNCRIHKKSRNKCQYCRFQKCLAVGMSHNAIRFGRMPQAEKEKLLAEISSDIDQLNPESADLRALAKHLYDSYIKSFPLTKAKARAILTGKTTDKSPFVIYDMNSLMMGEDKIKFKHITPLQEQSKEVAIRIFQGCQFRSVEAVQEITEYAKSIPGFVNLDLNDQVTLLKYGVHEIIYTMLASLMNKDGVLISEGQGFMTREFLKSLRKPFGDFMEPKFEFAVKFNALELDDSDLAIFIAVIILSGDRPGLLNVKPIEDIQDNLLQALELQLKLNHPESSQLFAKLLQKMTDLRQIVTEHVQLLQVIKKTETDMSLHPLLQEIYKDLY
ROMK mod: modulates human ROMK potassium channel activity; B-score at 10 µM; P48048; 2% of 130,000 active; Tet-inducible ROMK, thallium flux fluorescence; actives lie on both sides;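 active = signal ratio slope over the read window, or its plate-corrected B-score, at least 3 SD from the plate mean, either direction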;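 also: B-score of the F/F0 ratio slope over 7 to 12 s after thallium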
Target sequence (P48048 whole entry, looked up): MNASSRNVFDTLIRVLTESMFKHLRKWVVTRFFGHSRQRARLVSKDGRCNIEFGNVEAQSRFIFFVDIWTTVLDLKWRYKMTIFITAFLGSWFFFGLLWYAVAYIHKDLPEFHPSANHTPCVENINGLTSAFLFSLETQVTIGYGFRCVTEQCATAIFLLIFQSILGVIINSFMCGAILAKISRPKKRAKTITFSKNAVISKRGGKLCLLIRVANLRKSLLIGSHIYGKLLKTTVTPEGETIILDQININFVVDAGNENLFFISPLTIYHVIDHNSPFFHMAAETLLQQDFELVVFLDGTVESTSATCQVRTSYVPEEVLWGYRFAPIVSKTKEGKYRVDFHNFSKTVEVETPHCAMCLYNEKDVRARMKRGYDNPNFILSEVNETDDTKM
bIAP inhibitor: intestinal alkaline phosphatase (bovine) inhibition; purified bovine IAP, CDP-star luminescence, 30 min; inhibition, % at 20 µM; 190,000 tested, under 10 active;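 active = over 50% inhibition of intestinal alkaline phosphatase at 20 µM in the single-dose screen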
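Assay system: bovine IAP enzyme; medium: DEA buffer 100 mM, pH 9.8, with MgCl2 1.0 mM, ZnCl2 0.02 mM; doses: 20 µM single dose; incubation: enzyme reaction for 30 min at room temperature; detection: CDP-star luminescence signal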
TR-FRET SRC-2 ct: counter-screen for PPARgamma SRC-2 recruitment agonists: TR-FRET artefact; hits give high values; 0.4% of 200,000 active; TR-FRET ratio at 8 µM; in the data active = TR-FRET ratio above about 2000; also: inactives centre near 1500; reference of the scale not given here
S1P3 antag: blocks the human S1P3 receptor. inhibition, % at 4.98 µM. AID 485. 0.27% of 170,000 active. CHO S1P3 NFAT-BLA reporter, FRET fluorescence, antagonist mode. Q99500;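 active = inhibition above the plate cutoff, the mean inhibition of test wells on that plate plus 3 SD, cut at about 28% in these data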;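 also: cells challenged with S1P at its EC80 of 0.8 µM; blue over green emission ratio from cleaved BLA substrate after 4 h stimulation; 0% = S1P-stimulated wells and 100% = unstimulated DMSO-only wells; some compounds past the cut are filed as inactive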
PPARg SRC1 recr: PPARgamma-driven SRC-1 recruitment agonism; PPARgamma-SRC-1 coactivator recruitment biochemical assay; 0.41% of 200,000 active; AID 631; P37231; activation, % at 8 µM; in the data active = activation above about 19%;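 also: 0% = DMSO and 100% = reference agonist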
TLR4-MyD88 BLA: blocks binding of human TLR4 to MyD88; 0.18% of 200,000 active; HeLa CL3-4 TLR4/MyD88 BLA complementation, FRET ratio; inhibition, % at 8.4 µM; O00206+Q99836; in the data active = inhibition above about 25%;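 also: 0% = vehicle and 100% = reference inhibitor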
bIAP act: intestinal alkaline phosphatase (bovine) activation; purified bovine IAP, CDP-star luminescence, 30 min; hits give high values; fold of DMSO-control signal, blank-subtracted; activation factor at 20 µM; 0.17% of 200,000 active;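 active = activation factor of 2 or more at 20 µM, a signal rise over negative controls twice the positive control's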
Lmaj promast: Leishmania major promastigote growth inhibition | 9% of 200,000 active | inhibition, % at 10 µM | Leishmania major promastigotes, resazurin fluorescence viability; in the data active = inhibition above about 50%;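 also: promastigotes grown with compound for 44 hours at 28 °C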
Redox H2O2 prof: compounds producing H2O2 with reducing agent – biochemical, NIH compound library profiling, artefact control for MLSCN library redox annotation, primary screen | DTT-dependent redox cycling H2O2, phenol red/HRP absorbance; 100% = 100 µM peroxide control, 0% = buffer | activation, % at 10 µM | 0.03% of 200,000 active | AID 878;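 active = activation of at least 50% relative to the plate's high and low controls in the primary single-dose screen; inactive = activation below 50%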;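 also: compound incubated with DTT at 0.8 mM final as the reducing agent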
PPARg SRC-3 ag: agonists of human PPARgamma SRC-3 coactivator recruitment. 0.26% of 200,000 active. P37231. biochemical PPARgamma/SRC-3 coactivator recruitment assay. activation, % at 8 µM; in the data active = activation above about 23%;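 also: 0% = DMSO and 100% = reference agonist; some compounds past the cut are filed as inactive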
* hit, by the source's call; · = no result given.

molecule	PPARg SRC-2 ag	ROMK mod	bIAP inhibitor	TR-FRET SRC-2 ct	S1P3 antag	PPARg SRC1 recr	TLR4-MyD88 BLA	bIAP act	Lmaj promast	Redox H2O2 prof	PPARg SRC-3 ag
C=CCc1cc(/C=N/NC(=O)CSc2nnc(CCCc3ccc(OC)cc3)o2)cc(OC)c1O	4	0.52	7	1516	·	3	-9	0.9	0	0.1	8
CCCC(=O)NC(Nc1ccc(S(=O)(=O)Nc2cc(C)on2)cc1)(C(F)(F)F)C(F)(F)F	16	0.53	·	1721	·	-3	-2	·	-7	0.2	1
CCOc1ccc2nc(NC(=O)Cn3cnc4c3c(=O)n(C)c(=O)n4C)sc2c1	2	·	-7	1317	-14	-2	-6	1.1	-6	0.5	0
O=C(OCC(=O)N1CCCCCC1)c1n[nH]c(=O)c2ccccc12	0	·	6	1352	-6	-5	-3	0.9	-7	-0.1	-2
CC(C)CC(=O)NC(=S)Nc1ccc(S(=O)(=O)N2CCCC2)cc1	-6	0.052	2	1490	3	6	8	1	11	-0.2	-4
O=S(=O)(Nc1ccc(-c2nnc(SCc3ccc(Cl)cc3)o2)cc1)c1ccccc1	3	-0.07	5	1506	-6	8	-10	1	-2	-0.5	6
CC(=O)Nc1ccc(S(=O)(=O)NC2(C(F)(F)F)C(=O)NC(C)=C2C#N)cc1 (stereo not drawn)	4	·	-2	1575	-14	9	4	1	-4	-0.6	2
CC(=O)Nc1c(C#N)c(C(C)(C)C)cn1C	13	·	11	1531	-4	5	5	0.9	-4	0.3	10
COc1ccc(C(=O)CCNc2cccc(Cl)c2)cc1	6	·	14	1711	11	8	1	0.9	-2	0.5	-3
COc1cc(C2C3C(=O)N(c4ccccc4)C(=O)C3ON2c2ccccc2)cc(OC)c1OC (stereo not drawn)	2	·	2	1560	0	-3	-13	1	-8	3.5	-1
CCC(C)(C(=O)NC1CCCCC1)N(CC1CCCO1)C(=O)c1ccccn1 (stereo not drawn)	1	·	10	1464	-59	-3	-6	0.9	-9	4.8	6
COc1ccc(OC)c(NC(=O)C(CC(=O)O)NCc2ccco2)c1 (stereo not drawn)	2	0	-4	1526	-6	2	-5	1	-2	0.7	-7
O=c1[nH]c(/C=C/c2cccc3ccccc23)nc2ccccc12	-4	-0.42	5	1629	5	5	-5	0.9	3	-1.4	1
CCNc1ccc(S(=O)(=O)N(C)C)cc1NCC(=O)Nc1ccccc1Br	-3	-0.82	-1	1500	-15	2	2	1	16	-1.0	2
Cc1cc(NC(=O)c2noc3c2CCCCC3)nn1Cc1ccc(Cl)cc1	-4	·	12	1504	13	-1	14	0.9	23	-2.5	-6
CCOC(=O)c1sc2nc(NC(=O)C(C)(C)C)sc2c1C	0	·	10	1521	24	1	-5	0.9	65*	-0.8	6
CCN1CNC(=S)N(Cc2ccccc2)C1	-2	0.86	0	1565	5	-2	-8	1	-2	3.4	-4
Cc1ccc(C(O)c2ccncc2)cc1 (stereo not drawn)	-1	1.6	20	1341	·	-1	-4	0.8	5	0.1	-12
CC(NC(=O)c1ccccc1)c1nc2ccccc2n1Cc1ccc(C#N)cc1 (stereo not drawn)	9	1.5	1	1444	-40	4	-10	1	19	1.8	-4
O=C(CCc1nnc(C2CCCCC2)o1)NCc1cccc(-n2cccn2)c1	3	0.031	11	1663	-26	6	3	0.9	-3	-1.6	5
CCOc1ccc(Oc2nc(NCC(C)C)nc(OC)n2)nn1	7	·	17	1780	-8	6	3	0.8	-11	-2.1	9
COc1ccc(Nc2nc3[nH]c(=O)cc(O)c3s2)cc1	7	1.8	-3	1677	8	10	-9	1	-9	0.1	8
CCOC(=O)c1[nH]c2ccc(F)cc2c1NC(=O)c1cc(OC)c(OC)c(OC)c1	9	·	20	1701	18	12	-8	0.8	-2	1.5	5
Cc1oc(/N=C/c2cccc3ccccc23)c(C#N)c1C	-5	-0.54	8	1458	-7	-4	6	0.9	-5	0.3	-5
CC(C)CN(CC(C)C)S(=O)(=O)N1CCC(C(=O)N2CCc3ccccc3C2)CC1	-3	0.2	10	1630	-5	3	3	0.9	-4	-0.6	5
CCNC(=O)NC(=O)C(C)Sc1ncc(C(F)(F)F)cc1Cl (stereo not drawn)	18	·	5	1629	1	12	-7	0.9	3	-0.2	4
CN(Cc1ccccc1)C(=O)c1ccccc1-c1ccccc1	9	0.75	4	1610	11	7	-1	1	13	-2.0	4
Cc1cc(C(=O)COC(=O)Cn2c(C(F)(F)F)nc3ccccc32)c(C)n1Cc1ccco1	7	·	6	1576	24	7	-6	0.9	2	0.0	-10
NC(=O)NC(=O)COC(=O)[C@H](Cc1ccccc1)NC(=O)c1cccs1	8	-0.84	-13	1561	0	4	-5	1.1	1	-1.9	7
Cc1ccc(C)c(-c2nc3ccc(N)cc3[nH]2)c1	4	·	13	1537	-9	4	-6	0.9	9	1.3	10

By substructure, those above with a furan ring, fused or not
molecule	PPARg SRC-2 ag	ROMK mod	bIAP inhibitor	TR-FRET SRC-2 ct	S1P3 antag	PPARg SRC1 recr	TLR4-MyD88 BLA	bIAP act	Lmaj promast	Redox H2O2 prof	PPARg SRC-3 ag
COc1ccc(OC)c(NC(=O)C(CC(=O)O)NCc2ccco2)c1 (stereo not drawn)	2	0	-4	1526	-6	2	-5	1	-2	0.7	-7
Cc1oc(/N=C/c2cccc3ccccc23)c(C#N)c1C	-5	-0.54	8	1458	-7	-4	6	0.9	-5	0.3	-5
Cc1cc(C(=O)COC(=O)Cn2c(C(F)(F)F)nc3ccccc32)c(C)n1Cc1ccco1	7	·	6	1576	24	7	-6	0.9	2	0.0	-10

(cont.)
SMILES	PPARg SRC-2 ag	ROMK mod	bIAP inhibitor	TR-FRET SRC-2 ct	S1P3 antag	PPARg SRC1 recr	TLR4-MyD88 BLA	bIAP act	Lmaj promast	Redox H2O2 prof	PPARg SRC-3 ag
O=C(NCCC(=O)N1CCN(c2ncccn2)CC1)c1ccccc1	7	·	9	1500	-17	1	3	0.9	-1	-0.6	6
CC(/C=C(\NC(=O)c1ccccc1)C(=O)N=Nc1c(O)[nH]c2ccc(C)cc12)=C\c1ccccc1	6	-1.2	25	1545	·	10	1	0.7	10	0.1	12
COc1cccc(C(=O)NCC(=O)N/N=C/c2ccc(OC(=O)c3cccs3)c(OC)c2)c1	2	0.52	-13	1468	-21	8	1	1.1	-1	-0.3	-5
CCOC(=O)CSC1=C(C#N)C(c2ccc(C)cc2)C2=C(CCCC2=O)N1 (stereo not drawn)	8	·	-12	1562	-5	3	-8	1.1	7	-0.8	3
COc1ccc(C2CC(c3ccccc3)=NN2c2ccc(N)cc2)cc1 (stereo not drawn)	7	-2.3	37	1625	8	10	2	0.6	8	-0.8	8
N#C/C(=C\c1ccc[nH]1)Sc1nc2ccccc2s1	1	-0.77	·	1679	-20	5	9	0.5	-2	-2.0	0
c1coc(-c2nn3c(-c4ccco4)nnc3s2)c1	-1	-0.32	-2	1345	9	5	5	1	0	1.9	1
CS(=O)c1ccccc1-c1nc(-c2cccc(Cl)c2)no1 (stereo not drawn)	3	-0.58	-21	1629	-5	11	-16	1.2	11	0.1	1
COc1cc(/C=N/NC(=O)c2cc(C)n(-c3ccc(F)cc3)c2C)cc(OC)c1O	9	0.46	-14	1670	-16	-1	-18	1.1	4	-0.5	7
COc1cccc(N2CCN(Cc3nnnn3C3CCCCC3)CC2)c1	0	-0.076	-11	1631	-12	14	-22	1.1	-6	0.1	2
COc1ccc(NC(=S)N2CCC(c3nc4ccccc4[nH]3)CC2)c(OC)c1	-4	·	-8	1876	·	0	7	1.1	-1	-0.8	6
CC(=O)Nc1ccc(S(=O)(=O)NCCSCc2c(Cl)cccc2Cl)cc1	-4	-2	2	1568	·	4	1	1	1	2.1	1
COCCNC(=O)CCCn1c(=O)c2cc(OC)c(OC)cc2n(CC(=O)Nc2ccc(C)c(F)c2)c1=O	-6	0.41	-11	1426	-3	5	-7	1.1	-1	0.0	-1
COc1cc(NC(=O)c2cc(CC(C)C)on2)c(OC)cc1Cl	5	·	3	1664	-6	2	-3	1	-6	-0.7	2
COc1cc2c(cc1OC)C(c1cccc([N+](=O)[O-])c1)N(C(=O)c1ccc(F)cc1)CC2 (stereo not drawn)	-6	·	8	1367	·	-10	-1	0.9	13	1.9	-3
CC(C)CCN(C)c1ccc(/C=N/n2cnnc2)cc1	-2	-0.76	40	1367	·	3	-2	0.6	82*	-0.1	-2
CCC(C)Oc1cccc(OCCCCN2C(=O)NC(C)(C)C2=O)c1 (stereo not drawn)	2	·	6	1364	2	2	3	0.9	-1	1.9	0

Assay outcomes (PubChem)
